Screening data (PubChem)
Mito fusion yeast = inhibitors of mitochondrial division or activators of mitochondrial fusion; S. cerevisiae fusion-defective mutant growth rescue, CellTiterGlo 48 h; Potency, µM (titrated, usually from 46.1 µM), inactives show at the top dose growth rescue (activation), hits mostly activators; 320,000 compounds, 0.23% hits;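 also: potency is read from the fitted curve at half-maximal effect; % of control where 0% means no effect; nearly all actives have a fitted effect of over 45% in size; temperature-sensitive fusion mutants such as fzo1-1 at 37 °C on non-fermentable ethanol glycerol medium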
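Compounds are tested for their ability to restore growth of mitochondrial fusion-defective yeast strains at non-permissive 37C in YPEG medium over 48 hours. Viability is quantified by luciferase luminescence.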
Menin MLL FP TR = inhibitors of human menin-MLL interaction, mutant MLL peptide. O00255. Potency, µM (doses to about 61.6 µM), inactives show at the highest dose FP activity change, negative = inhibition, usual class: inhibitors. AID 1768. 270,000 compounds, 0.23% hits. Menin + Texas Red MLL mutant peptide, fluorescence polarization; active = well fitted inhibition curve with a large enough effect in the polarisation, with a control signal flat, not every such curve was filed as active; inconclusive = small, poorly fitted or top-dose-only effect, or effect the other way, or a change in a side signal; inactive = no such curve, though single readings can be large or run the other way; the % refers to the polarisation; also: potency is read from the fitted curve at half-maximal effect; % of control where 0% means no effect; many of its hits are not listed in these tables
AT treatment = candidate therapy for ataxia-telangiectasia | […] A-T fibroblasts, KAP-1 phosphorylation AlphaLISA; neocarzinostatin DNA damage 30 min before lysis | Potency, µM (top dose mostly 57.5 µM), for inactives: top-dose activation, most hits filed as activators | 320,000 compounds, 0.19% hits; also: potency is read from the fitted curve at half-maximal effect; % of control where 0% means no effect; nearly all actives have a fitted effect of over 45% in size
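hTERT-immortalized A-T patient fibroblasts ([…]), 500 cells/well in OPTI-MEM, 1% FBS, got compounds for 60 min, then NCS for 30 min at 37C. Lysates were then assayed for phospho-KAP-1 by AlphaLISA (anti-pKAP1 donor, anti-KAP1 acceptor beads), 6 hr at 25C.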
TCR act = activators of T cell receptors; primary human leukocytes, anti-CD3, IL-2 HTRF, 48 h; Potency, µM (top dose mostly 9.22 µM), without a hit: top-dose activation of IL-2 secretion, usual class: activators; 330,000 tested, under 10 active; AID 504894; also: % of control where 0% means no effect
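IL-2 produced over 48 hr by a-CD3 bead-stimulated primary human leukocytes exposed to compounds was detected with a homogeneous time-resolved FRET immunoassay, 665nm acceptor signal after 320nm excitation.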
PTAP TSG101 blk = blocks PTAP/TSG101 interaction to inhibit HIV-1 budding | Q99816 | Fluorescence polarization, FITC-PTAP peptide / Tsg101 binding | Potency, µM (doses to about 115 µM), for inactives: at the highest dose activity change, negative = inhibition, actives largely listed as inhibitors | 340,000 tested, under 10 active | AID 493005; active = well fitted inhibition curve with a large enough effect in the main read-out, with a control signal flat, not every such curve was filed as active; inconclusive = small, poorly fitted or top-dose-only effect, or effect the other way, or a change in a side signal; inactive = no such curve, though single readings can be large or run the other way; also: potency is read from the fitted curve at half-maximal effect; % of control where 0% means no effect
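Fluorescence polarization binding of Tsg101 binding domain (10 uM final) to FITC-labeled PTAP peptide (50 nM final) in HEPES pH 7.5 buffer with NaCl, Tween 20, EDTA, TCEP. Compounds added before peptide; binding 20 min at RT.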
MBNL1 CUG block = inhibitors of human MBNL1 binding to CUG repeat RNA; TR-FRET MBNL1-His/biotin-(CUG)12 binding, 665/545 ratio; Potency, µM (doses to about 57.5 µM), for inactives: at the highest dose activity change, negative = inhibition, actives largely listed as inhibitors; 280,000 compounds, 0.036% hits; AID 2675; active = well fitted inhibition curve with a large enough effect in the signal ratio, with a control signal flat, not every such curve was filed as active; inconclusive = small, poorly fitted or top-dose-only effect, or effect the other way, or a change in a side signal; inactive = no such curve, though single readings can be large or run the other way; the % refers to the signal ratio; also: potency is read from the fitted curve at half-maximal effect; % is scaled to controls: 0 for no effect and ±100 for the full control effect
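TR-FRET readout: Ex 340 nm, 665/545 nm emission ratio, normalized to buffer-only (basal) and MBNL1-(CUG)12 controls. Complex of MBNL1-His with Biotin-(CUG)12, compounds 92 nM–58 uM, incubated 60 min at room temperature.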
a7 integrin act = activators of alpha7 integrin expression for muscular dystrophy. alpha7betagal myoblasts, beta-gal FDG fluorescence, 48 h. Potency, µM (top dose mostly 38.3 µM), for inactives: top-dose activation, hits mostly activators. 350,000 compounds, 0.064% hits. AID 624291;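 also: potency is read from the fitted curve at half-maximal effect; 100% = response of the positive control SU9516; nearly all actives have a fitted effect of over 60% in size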
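Alpha7betagal+/- myoblasts (passage 13) were plated 16-24 hr, then exposed to compounds (1:260 dilution of DMSO stock) for 48 hours at 37C. After MPER lysis, β-galactosidase reporter activity was read as FDG fluorescence (ex 480/em 540) after 30 minutes.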
CXXC DNA block = MLL CXXC-DNA interaction inhibition | MLL-CXXC / FITC-HOXA9 DNA fluorescence polarization | Q03164 | AID 2662 | 290,000 compounds, 0.037% hits | Potency, µM (series often up to 115 µM), for the others: at the top dose activity change, negative = inhibition, hits mostly inhibitors; active = well fitted inhibition curve with a large enough effect in the polarisation, with a control signal flat, not every such curve was filed as active; inconclusive = small, poorly fitted or top-dose-only effect, or effect the other way, or a change in a side signal; inactive = no such curve, though single readings can be large or run the other way; the % refers to the polarisation; also: potency is read from the fitted curve at half-maximal effect
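Steps: dispense CXXC domain solution (7 uM) → pin compounds or unlabeled HOX-A9 DNA control → 5 min ambient → add FLSN-HOX-A9 solution (50 nM) → spin → 30 min ambient → fluorescence polarization. Tris pH 7.5/NaCl/DTT/BSA buffer.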
TSHR antagonist = blocks TSH signaling through the human TSH receptor; P16473; TSHR-expressing cells, TSH-stimulated cAMP HTRF, 2 h; active compounds read low; activity change, negative = inhibition, % at 11.5 µM; 330,000 compounds, 0.2% hits; AID 504810;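 active = activity change below a set negative limit, meaning inhibition stronger than a set level, cut at about -70% in these data; inconclusive = activity change between two set negative limits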; also: % is scaled to controls: 0 for no effect and ±100 for the full control effect
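Cell-based HTRF cAMP assay; TSHR cells + compound, TSH EC80 (4nM final), 2 h, 37 deg C. Lysis with anti-cAMP cryptate and cAMP-d2, 30 min RT, read 665/620 nm.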
S-ASM inh = inhibitors of human secretory acid sphingomyelinase | placental ASM, HMU-PC fluorogenic substrate, 60 min | AID 504937 | 340,000 compounds, 0.006% hits | Potency, µM (top dose mostly 57.5 µM), for the others: at the top dose activity change, negative = inhibition, hits mostly inhibitors | P17405; also: potency is read from the fitted curve at half-maximal effect
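Human placenta-derived ASM preincubated with compound 10 min at room temperature, then reacted with 9 uM (final) fluorogenic HMU-PC substrate for 60 min at 37 C. Stop solution raises pH to 10; fluorescence read at Ex 386/Em 447 nm.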
* marks the source's active call; other numbers are inactive results; ? = inconclusive; . = not tested or not shown; [ ] = another dose, or the depositor's remark. Unless noted, calls follow the shape of the dose curve; as a rule, active = well fitted curve in the direction sought with a large enough effect; inconclusive = small, poorly fitted or top-dose-only effect, or another doubt; inactive = no such curve, though single readings can be large; an effect the other way counts as inactive or inconclusive.

Structure | Mito fusion yeast | Menin MLL FP TR | AT treatment | TCR act | PTAP TSG101 blk | MBNL1 CUG block | a7 integrin act | CXXC DNA block | TSHR antagonist | S-ASM inh
O=C(CSc1nnnn1-c1ccc(Cl)cc1)Nc1cccnc1Cl | 6.4% | 1.6% | 8.7% | 0.2% | -0.2% | . | -16.4% | 15.0% | 4.9 | -0.2%
Cc1nn(C)c(C(=O)N2CCN(C(=O)c3ccco3)CC2)c1[N+](=O)[O-] | 2.0% | 0.3% | 2.1% | -0.1%[46.1 µM] | -3.5% | -12.5% | 20.5% | -2.6% | 3.0 | 0.9%
O=C(CN1C(=O)c2ccccc2C1=O)N1CCN=C1c1ccccc1 | -6.4% | . | 65.8% | 1.0% | 0.4% | 0.4% | 27.4% | -1.5% | 19.0 | -2.3%
COc1ccccc1C(CNC(=O)CCNC(=O)c1ccccc1Cl)N1CCCC1 (configuration not stated) | -4.6% | . | 4.0% | 5.5% | -4.0% | . | 1.5% | . | 4.4 | -2.1%
OC(COc1cccc2ccccc12)CN1CCN(c2ccccc2)CC1 (configuration not stated) | -6.6% | ? | 9.8% | -12.4% | 1.3% | -3.0% | 2.3% | 3.5% | 9.0 | -4.0%
Nc1nonc1-c1noc(-c2ccc(Br)o2)n1 | 2.6% | ? | 2.0% | -4.7% | -12.7% | 11.8% | 15.4% | 13.5% | -12.1 | 5.4%
Cc1ccc(S(=O)(=O)N(C)C)cc1NC(=O)CN1c2cccc3cccc(c23)S1(=O)=O | 1.5% | . | -0.2% | -1.9% | -2.1% | . | 6.7% | . | 2.1 | 33.5%[activator]
O=[N+]([O-])c1ccc(S(=O)(=O)NCC(c2cccnc2)N2CCc3ccccc32)cc1 (configuration not stated) | -0.2% | . | -4.0% | -10.2% | -1.2% | . | -0.2% | . | -1.6 | -0.4%
CCOC(=O)Cn1cc(/C=C(/C#N)C(=O)NC(C)C)c2ccccc21 | 7.0% | -6.8% | -3.5% | 3.4% | -3.1% | ? | -5.5% | 22.9% | 12.3 | 5.1%
CN(C)C(CNC(=O)c1cccs1)c1cccnc1 (configuration not stated) | -3.0% | -12.1% | 0.2% | 2.6% | 0.7% | -2.0% | 19.2% | 9.1% | 3.0 | 4.2%
O=C(NNC(=O)c1ccc(-c2ccc([N+](=O)[O-])cc2)o1)c1ccncc1 | -5.7% | . | -2.4% | 5.0% | -7.7% | . | 4.1% | . | -2.8 | -6.4%
Cc1ccc(CCNC(=O)Cn2ccc3cc(S(=O)(=O)N4CCCC4)ccc32)cc1 | -0.7% | 6.8% | 5.8% | -5.6% | -1.6% | -3.6% | -18.0% | 3.7% | -20.1 | -1.4%
Cc1cccc2sc(NNC(=O)c3cc(-c4cccs4)nc4ccccc34)nc12 | 0.1% | ? | -3.8% | 0.2% | 3.5% | -3.5% | -28.2% | 7.7% | -17.6 | -3.8%
COc1cccc2cc(C(=O)Nc3cccc(C)n3)c(=O)oc12 | -1.7% | 1.3% | 3.8% | -3.8% | -0.1% | 21.0% | 9.4% | 0.6% | -9.1 | 3.6%
CS(=O)(=O)N(CC(=O)NCC1CCCO1)c1cc(Cl)ccc1Cl (configuration not stated) | 1.7% | 1.8% | 9.3% | 2.4% | -1.5% | -4.1% | 22.7% | 13.8% | -10.5 | 2.6%
CCOC(=O)c1ccc(NC(=O)N2CCc3ccccc32)cc1 | 6.8% | 4.4% | 3.7% | . | -8.3% | -4.6% | 3.0%[7.66 µM] | 10.2% | -1.9 | 3.4%
CC(=O)Nc1ccccc1Nc1cc(C#N)c(C#N)cc1[N+](=O)[O-] | -13.9% | -14.0% | -1.9% | 1.0% | -8.6% | ? | -1.7% | 1.1% | 2.6 | -6.2%
O=C(NCCC1=CCCCC1)c1ccc(Cl)c(S(=O)(=O)N2CCOCC2)c1 | 4.3% | -10.1% | 0.1% | -25.3% | -4.0% | 4.1% | -6.6% | 1.3% | -17.2 | 1.4%
CCCCCCNCC(=O)N1CCC(Cc2ccccc2)CC1 | -34.2%[inhibitor] | ? | -3.2% | 1.6% | 0.5% | -3.4% | -13.6% | 9.9% | 6.3 | -1.4%
CCC(C)c1ccc(S(=O)(=O)N2CCN(CC(O)CN3CCOCC3)CC2)cc1 (configuration not stated) | -0.8% | . | 5.2% | -4.3% | 0.5% | . | -5.6% | . | -4.1 | -0.3%

Some of the entries so far, with values under each structure.
Values run as follows: Mito fusion yeast | Menin MLL FP TR | AT treatment | TCR act | PTAP TSG101 blk | MBNL1 CUG block | a7 integrin act | CXXC DNA block | TSHR antagonist | S-ASM inh
> COc1cccc2cc(C(=O)Nc3cccc(C)n3)c(=O)oc12
  -1.7% | 1.3% | 3.8% | -3.8% | -0.1% | 21.0% | 9.4% | 0.6% | -9.1 | 3.6%
> CS(=O)(=O)N(CC(=O)NCC1CCCO1)c1cc(Cl)ccc1Cl (configuration not stated)
  1.7% | 1.8% | 9.3% | 2.4% | -1.5% | -4.1% | 22.7% | 13.8% | -10.5 | 2.6%
> CCOC(=O)c1ccc(NC(=O)N2CCc3ccccc32)cc1
  6.8% | 4.4% | 3.7% | . | -8.3% | -4.6% | 3.0%[7.66 µM] | 10.2% | -1.9 | 3.4%
> CC(=O)Nc1ccccc1Nc1cc(C#N)c(C#N)cc1[N+](=O)[O-]
  -13.9% | -14.0% | -1.9% | 1.0% | -8.6% | ? | -1.7% | 1.1% | 2.6 | -6.2%
> O=C(NCCC1=CCCCC1)c1ccc(Cl)c(S(=O)(=O)N2CCOCC2)c1
  4.3% | -10.1% | 0.1% | -25.3% | -4.0% | 4.1% | -6.6% | 1.3% | -17.2 | 1.4%
> CCCCCCNCC(=O)N1CCC(Cc2ccccc2)CC1
  -34.2%[inhibitor] | ? | -3.2% | 1.6% | 0.5% | -3.4% | -13.6% | 9.9% | 6.3 | -1.4%
> CCC(C)c1ccc(S(=O)(=O)N2CCN(CC(O)CN3CCOCC3)CC2)cc1 (configuration not stated)
  -0.8% | . | 5.2% | -4.3% | 0.5% | . | -5.6% | . | -4.1 | -0.3%

Reformatted as labelled records: part of the list above.
smiles: O=C(NNC(=O)c1ccc(-c2ccc([N+](=O)[O-])cc2)o1)c1ccncc1
  Mito fusion yeast = -5.7%	Menin MLL FP TR = .	AT treatment = -2.4%	TCR act = 5.0%	PTAP TSG101 blk = -7.7%	MBNL1 CUG block = .	a7 integrin act = 4.1%	CXXC DNA block = .	TSHR antagonist = -2.8	S-ASM inh = -6.4%

smiles: Cc1ccc(CCNC(=O)Cn2ccc3cc(S(=O)(=O)N4CCCC4)ccc32)cc1
  Mito fusion yeast = -0.7%	Menin MLL FP TR = 6.8%	AT treatment = 5.8%	TCR act = -5.6%	PTAP TSG101 blk = -1.6%	MBNL1 CUG block = -3.6%	a7 integrin act = -18.0%	CXXC DNA block = 3.7%	TSHR antagonist = -20.1	S-ASM inh = -1.4%

Some of the compounds tested; count on the stated rates, not on these rows.
